# PP5 primary – PP5 phosphatase inhibitors, primary screen, biochemical, fluorescence | Serine/threonine-protein phosphatase 5 (Homo sapiens), P53041 | purified PP5c, OMFP substrate fluorescence | inhibition, % at 6.7 µM | actives 0.18% (n = 320,000) | AID 1987, 2009;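 active means inhibition above the campaign's mean inhibition across all tested compounds plus 3 SD, cut at about 9.5% in these data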;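 further: 0% = DMSO only and 100% = 100 µM cantharidin control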
# ZTA DNA inh – counter-screen for EBNA-1 inhibitors: inhibitors of Epstein-Barr virus ZTA; P03206; ZTA-DNA binding, fluorescence polarization; inhibition, % at 11 µM; actives 0.15% (n = 320,000); AID 2234; in the data active means inhibition above about 33%
# Fh CTSL1 inh – Fasciola hepatica cathepsin L1 inhibitors, primary screen, counter-screen for PFM18AAP inhibitor project, biochemical, QFRET, fluorogenic peptide substrate | recombinant F. hepatica cathepsin L1, Z-Leu-Arg-MCA fluorescence | inhibition, % at 5.96 µM | actives 0.49% (n = 300,000);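 active means inhibition above the mean of all tested compounds plus 3 SD, set per screening campaign, cut at about 17% in these data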;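 further: 0% = plate median of test compound wells and 100% = 1 µM Z-Phe-Ala-diazomethylketone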
# PREPL inh – PREPL enzyme inhibitors, primary screen, biochemical, fluorescence polarization; Prolyl endopeptidase-like (Homo sapiens), Q4J6C6; recombinant PREPL, fluorescence polarization activity-based probe; inhibition, % at 5.96 µM; actives 0.68% (n = 320,000); in the data active means inhibition above about 43%;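 further: 0% = enzyme with DMSO and 100% = wells lacking enzyme; many of its hits are not listed in these tables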
# Target sequence (Q4J6C6 whole entry, looked up): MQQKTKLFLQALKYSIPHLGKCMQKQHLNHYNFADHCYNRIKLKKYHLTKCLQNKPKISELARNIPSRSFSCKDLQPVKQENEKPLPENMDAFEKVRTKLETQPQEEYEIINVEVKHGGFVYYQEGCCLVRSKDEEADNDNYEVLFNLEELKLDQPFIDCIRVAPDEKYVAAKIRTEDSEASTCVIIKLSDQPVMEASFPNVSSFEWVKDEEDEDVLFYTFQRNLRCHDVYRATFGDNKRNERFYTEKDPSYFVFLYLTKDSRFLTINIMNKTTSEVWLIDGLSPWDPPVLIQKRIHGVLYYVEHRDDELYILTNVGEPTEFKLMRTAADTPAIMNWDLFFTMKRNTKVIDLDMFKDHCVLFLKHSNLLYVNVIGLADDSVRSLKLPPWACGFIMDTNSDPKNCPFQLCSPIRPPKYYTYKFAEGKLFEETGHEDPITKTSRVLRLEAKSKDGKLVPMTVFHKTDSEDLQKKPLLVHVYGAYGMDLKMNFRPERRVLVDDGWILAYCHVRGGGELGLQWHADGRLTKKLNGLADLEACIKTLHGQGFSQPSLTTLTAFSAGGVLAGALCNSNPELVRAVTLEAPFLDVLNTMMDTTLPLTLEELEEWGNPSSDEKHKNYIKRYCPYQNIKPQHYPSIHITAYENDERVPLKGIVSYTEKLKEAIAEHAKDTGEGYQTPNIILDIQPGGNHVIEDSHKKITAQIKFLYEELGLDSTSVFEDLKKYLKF
# PP1 counter – PP1-alpha phosphatase inhibitors, primary screen, counter-screen for PP5 inhibitor project, biochemical, fluorescence, OMFP substrate, single point | purified PP1alpha | AID 2235, 2010 | actives 0.9% (n = 320,000) | inhibition, % at 6.7 µM;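 active means inhibition above the mean inhibition of all tested compounds plus 3 SD, computed separately for each screening campaign, cut at about 15% in these data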
# Target sequence (P62136 whole entry, looked up): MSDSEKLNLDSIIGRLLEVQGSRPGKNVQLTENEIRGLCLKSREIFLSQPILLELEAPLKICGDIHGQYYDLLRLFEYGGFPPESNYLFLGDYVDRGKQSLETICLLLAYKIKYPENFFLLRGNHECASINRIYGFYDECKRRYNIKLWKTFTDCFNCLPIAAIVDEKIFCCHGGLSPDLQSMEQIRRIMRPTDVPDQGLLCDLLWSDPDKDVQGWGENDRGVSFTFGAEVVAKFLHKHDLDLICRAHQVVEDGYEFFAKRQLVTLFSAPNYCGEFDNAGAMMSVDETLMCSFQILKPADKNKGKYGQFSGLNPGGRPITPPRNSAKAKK
# TPT1 inh – Candida albicans TPT1 enzyme inhibitors, primary screen, biochemical, fluorescence polarization | tRNA 2'-phosphotransferase TPT1 (Candida albicans SC5314) | inhibition, % at 5 µM | recombinant caTPT1, FP RNA substrate dephosphorylation | actives 0.81% (n = 300,000);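 active means inhibition above the mean of all tested compounds plus 3 SD, set per screening campaign, cut at about 24% in these data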;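 further: plate controls were DMSO alone for no effect and ferristatin control at 100 nM for full effect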
# EBNA-1 inhibitor – EBNA-1 DNA-binding inhibitors, primary screen, biochemical, fluorescence polarization. inhibition, % at 14.8 µM. actives 0.34% (n = 300,000). AID 1950, 2009; in the data active means inhibition above about 28%
# core dimer inh – inhibitors of HCV core protein dimerization, primary screen, biochemical, TR-FRET, high-throughput; AID 1899, 2009; actives 0.33% (n = 300,000); TR-FRET GST/Flag-core106 dimerization, 1536-well; inhibition, % at 5 µM;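 active means inhibition above the mean of all tested compounds plus 3 SD, set per screening campaign, cut at about 45% in these data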
#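 System – GST-tagged and Flag-tagged HCV core protein residues 1-106 · Repeats – one well for each compound · Technique – TR-FRET 671 and 617 nm emission · Doses – one concentration, 5 µM, in 0.5% DMSO · Times – 4 h, 22.5 °C incubation · Also added – Eu donor and XL665 acceptor anti-tag antibodies · Measure – percent inhibition of core106 dimerization signal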
# Efflux pump mplx – inhibitors of Candida efflux pumps in yeast, primary screen, S. cerevisiae, Nile Red, multiplex; S. cerevisiae Candida pump triplex; inhibition, % at 10 µM; actives 0.44% (n = 330,000);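 active means plate passing quality check with inhibition over a set limit, or well fluorescence over plate mean plus 4 SD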;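 further: Nile Red retained in pooled yeast measured as flow cytometry median fluorescence; 0% = buffer negative control and 100% = Enniatin B positive control; higher means more Nile Red kept so more efflux inhibition; some compounds called inactive have numbers as strong as hits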
# Numbers without * were called inactive; nt = no result given.
canonical_smiles	PP5 primary	core dimer inh	PP1 counter	ZTA DNA inh	Fh CTSL1 inh	PREPL inh	TPT1 inh	EBNA-1 inhibitor	Efflux pump mplx
Cc1noc(C)c1CSCC(=O)Nc1cc(S(=O)(=O)N2CCOCC2)ccc1OCC(F)(F)F	-0.3	-3	-4	0	-6	21	-1	-1	0.0
CCN(CC)CCC(c1ccc2c(c1)OCO2)c1c(O)cc(OC)cc1OC (stereo not drawn)	0.4	0	1	-9	-1	4	1	10	-0.1
CC(=O)Nc1ccc(/C=N/Nc2ccc(C(=O)c3c(C)cc4ccccn34)cc2[N+](=O)[O-])cc1	-1.9	0	-3	3	0	12	3	6	-0.1
C=CC[C@H]1Cc2c(cccc2[N+](=O)[O-])[C@H](CC=C)N1	3.0	-1	-3	0	2	-6	-3	0	0.0
N#Cc1ccc(NC(=O)C2CC(c3ccc(F)cc3)=NO2)cc1 (stereo not drawn)	2.5	-2	-5	5	1	-26	-2	0	-0.3
COc1cc(C(=O)n2cnc3ccccc32)c([N+](=O)[O-])cc1OC	0.1	-24	-2	-6	6	2	-1	-11	0.2
Cc1nc(-c2ccc(S(=O)(=O)NCC3CCN(C(=O)OC(C)(C)C)CC3)s2)cs1	2.4	5	-1	14	-1	-2	-1	6	0.0
NC(=O)CSc1nnc(-c2ccccc2)c(-c2ccccc2)n1	-0.6	7	1	16	0	1	-2	10	0.0
COc1cc(-c2nc3cnccn3c2Nc2ccccc2)ccc1O	5.5	-18	1	-8	10	12	-1	12	0.0
Cc1cccc(-c2noc(CN(C(=O)/C=C/c3ccccc3Cl)C(C)C)n2)c1	2.2	0	4	-18	1	-35	-2	-1	-0.3
COc1cc(C(=O)OCc2cc(=O)oc3c(C)c(C)ccc23)ccc1OC(F)F	1.2	-3	0	-5	-2	-5	-1	-18	0.0
CC1(C)CC(=O)c2cc(C(=O)NCc3ccco3)c(=O)n(-c3ccc(Cl)cc3)c2C1	1.0	8	-5	10	2	-1	-2	-5	0.0
CC12CCC(=O)N1C(C(=O)NCc1ccc(Cl)cc1Cl)CS2 (stereo not drawn)	-0.1	-1	-3	20	3	-1	0	4	0.1
COc1ccc(-c2cc(CNC(C)=O)on2)cc1	4.6	-3	-2	-9	-2	8	-3	-12	-0.1
CCC(C)c1ccc(S(=O)(=O)N2CCN(S(=O)(=O)c3ccc(NC(C)=O)cc3)CC2)cc1 (stereo not drawn)	1.7	-7	0	11	0	-20	1	-4	0.1
O=C(CCSc1nnc2ccccn12)Nc1ccc(F)cc1	3.6	0	-3	-13	7	11	-4	-9	0.1
C/C(CC(O)(/C=N/O)c1ccccc1)=N\O (stereo not drawn)	1.0	2	31*	4	0	1	1	-6	0.0
CCCCSc1cc(=O)[nH]c(N)n1	-2.2	-4	-5	-4	4	20	-6	7	-0.1
CN1CCN(CC(=O)c2cc(C(C)(C)C)c(O)c(C(C)(C)C)c2)CC1	1.1	-2	-3	-11	0	-14	-4	-8	0.0
CCn1cc(C(=O)O)c(=O)c2cc(F)c(N3CCN(C(=S)NC(=O)c4ccccc4C)CC3)cc21	1.1	2	3	-4	-2	3	-2	2	-0.1
Cc1ccc(CN2CCN(Cc3cccc4c3OCO4)CC2CCO)cc1 (stereo not drawn)	-5.3	-4	-1	-18	10	2	-5	-8	-0.1
CC(C)(C)c1ccc(OCC(=O)NNC(=S)NC(=O)c2ccco2)c(Br)c1	0.5	19	-1	15	-2	3	1	12	-0.7
O=S(=O)(CCSc1ccc(C(F)(F)F)cn1)c1ccccc1	3.3	3	0	6	0	0	0	3	0.1
Cc1occc1C(=O)Nc1ccc2ccccc2c1	0.5	10	-4	1	1	-24	2	0	0.1
Cc1ccc(-n2ccnc2SCC(=O)O)c(C)c1	3.7	-4	1	4	-1	12	1	-8	0.0
O=C(COC(=O)[C@@H]1CCCN1S(=O)(=O)c1ccccc1F)NCc1ccc2c(c1)OCO2	1.9	nt	2	-7	nt	0	nt	nt	0.1
COCCNc1nc(-c2ccccc2)nc2c1oc1ccccc12	1.6	1	-5	6	-2	-3	-4	3	-0.1
Cc1nc(C)c(-c2ccc(SCC(=O)Nc3cccc(Cl)c3)nn2)s1	-0.7	-3	0	6	4	-50	2	23	-0.5
Cc1cc(Cl)ccc1NC(=O)C1COc2ccccc2O1 (stereo not drawn)	-4.7	-8	2	6	10	-1	-1	-19	0.7
Cc1ccc(C(=O)N/N=C2\SCC(=O)N2c2cc(C)ccc2C)cc1	1.2	4	11	-3	-1	-8	-3	9	-0.1

# 2 entries from above, field by field.
> CCC(C)c1ccc(S(=O)(=O)N2CCN(S(=O)(=O)c3ccc(NC(C)=O)cc3)CC2)cc1 (stereo not drawn)
  PP5 primary: 1.7
  core dimer inh: -7
  PP1 counter: 0
  ZTA DNA inh: 11
  Fh CTSL1 inh: 0
  PREPL inh: -20
  TPT1 inh: 1
  EBNA-1 inhibitor: -4
  Efflux pump mplx: 0.1

> O=C(CCSc1nnc2ccccn12)Nc1ccc(F)cc1
  PP5 primary: 3.6
  core dimer inh: 0
  PP1 counter: -3
  ZTA DNA inh: -13
  Fh CTSL1 inh: 7
  PREPL inh: 11
  TPT1 inh: -4
  EBNA-1 inhibitor: -9
  Efflux pump mplx: 0.1

# Next section
canonical_smiles	PP5 primary	core dimer inh	PP1 counter	ZTA DNA inh	Fh CTSL1 inh	PREPL inh	TPT1 inh	EBNA-1 inhibitor	Efflux pump mplx
CCc1nnc(NC(=O)CSc2nnc(C)n2Cc2ccccc2)s1	-0.6	-5	-1	-12	-3	6	-2	-1	-0.1
CC1Sc2ccccc2N(CC(=O)N(C(C)C)C(C)C)C1=O (stereo not drawn)	1.8	-1	0	4	2	0	0	1	0.2
CC(C)Nc1nc(Cl)nc(NNC(=O)C(C)Oc2ccccc2)n1 (stereo not drawn)	-0.6	-9	1	7	0	10	3	-7	0.0
O=c1cc(-c2ccccc2)[nH]c2ccc(F)cc12	2.5	4	3	-7	-3	-10	2	7	-0.3
CC(C(=O)NCc1ccccc1)N1CCN(c2ccc(F)cc2)CC1 (stereo not drawn)	1.9	-6	5	-7	1	-26	-6	1	-0.1
Cc1ccc(S(=O)(=O)Cc2ccc(C(=O)N3CCN(c4cc(C)ccc4C)CC3)o2)cc1	0.2	3	2	11	0	-1	-1	-2	0.2
O=C(c1ccc2c(c1)OCO2)C1CCCN(Cc2c(F)ccc(F)c2F)C1 (stereo not drawn)	-1.1	0	-3	8	-2	-24	-1	0	0.2
CCCCCCCN1CCC(=O)N(CCO)CC1	2.2	-10	-3	-16	-1	8	0	2	-0.1
Cc1ccc2cc(CCNC(=O)c3cccc([N+](=O)[O-])c3)c(=O)[nH]c2c1C	0.1	-3	-1	-13	1	9	1	11	0.0
COC(=O)c1cc2sccc2n1Cc1nc(-c2ccc(OC)cc2)oc1C	3.6	-1	0	-5	-6	-5	-1	2	-0.2
O=C(Nc1nnc(-c2cc(Cl)ccc2Cl)o1)C1=COCCO1	1.7	-2	-1	-6	1	-1	-1	-16	0.1
C[C@@H](NC(=O)[C@@H]1Cc2ccccc2CN1C(=O)OC(C)(C)C)C(=O)NCc1ccco1	1.5	-8	-1	8	-5	2	0	-8	0.1
COc1ccc(NC(=O)CS(=O)CC(=O)Nc2ccc(NC(C)=O)cc2)cc1 (stereo not drawn)	2.5	-6	-2	-2	1	9	1	1	0.5
COc1ccc(NC(=O)CSc2nncc(=O)n2N)cc1OC	2.9	-5	-2	-3	-1	-3	-1	-11	0.1
COc1ccc(NC(=O)CSc2c3c(nc4cc(Cl)ccc24)CCCC3)cc1OC	0.6	7	4	9	4	-7	3	-6	0.0
Cc1ccccc1NCCC(=O)Nc1ccc(Cl)cc1	6.4	-3	2	7	1	-19	1	-8	-0.1
COc1ccc(CNC(=O)CCSc2nc(-c3ccc4c(c3)OCO4)cc(C(F)(F)F)n2)cc1	1.6	11	-2	12	4	-3	2	5	-0.2
Cc1ccc(NCC(=O)N=Nc2c(O)[nH]c3ccc([N+](=O)[O-])cc23)cc1	1.3	2	8	-18	1	2	0	11	0.0
COc1ccc(CCN(C)C(=O)C2CCN(Cc3cccc(OC)c3OC)CC2)cc1OC	-0.6	-3	4	-10	2	14	0	-6	-0.2
O=C(Cc1n[nH]c(=O)c2ccccc12)Nc1cc(Cl)ccc1-n1cncn1	-0.4	-1	-4	-4	-3	-4	1	-1	-0.1
Nc1nc(-c2cccs2)c(-c2cccs2)s1	2.5	6	3	-6	2	13	-2	0	0.0
COc1cc(SC)ccc1C(=O)Nc1c(Cl)cncc1Cl	1.3	3	-2	2	2	-8	-3	5	0.0
Cc1n[nH]c(=O)nc1N1CCc2ccccc2C1	-0.9	-1	-4	0	-2	-4	1	3	-0.1
CC12CCC(=O)N1C(C(=O)OCC(=O)Nc1cccc(Br)c1)CS2 (stereo not drawn)	0.5	-1	1	12	-1	19	-4	6	-0.2
COC(=O)c1sccc1NC(=O)CC1C(=O)NCCN1C(=O)Nc1ccc(OCc2ccccc2)cc1 (stereo not drawn)	0.1	2	-3	-16	0	14	2	-1	0.1
Nc1c(-c2ccc(F)cc2)cnn1C1CCS(=O)(=O)C1 (stereo not drawn)	3.3	-2	4	-21	3	0	-2	-7	-0.1
Cn1c(=O)c2c(-c3ccc(C(C)(C)C)cc3)n(CC3CCCO3)cc2n(C)c1=O (stereo not drawn)	3.9	-2	-2	-5	-1	17	0	-4	-0.2
COc1ccccc1-n1cnc2cc(NC(=O)c3ccco3)ccc21	6.5	0	-2	-6	0	11	0	-5	-0.1
O=c1[nH]c2ccc(NC(=S)NC3CCCCC3)cc2[nH]1	1.5	-1	-2	1	0	-3	-1	-2	-0.2
O=C(NCC1OCCCN1S(=O)(=O)c1cc(F)ccc1F)C(=O)NC1CCCCCC1 (stereo not drawn)	1.2	-6	0	0	3	4	0	13	0.1
CCc1ccccc1OCc1nc2ccc(S(=O)(=O)N3CCOCC3)cc2[nH]1	2.3	1	1	-7	-4	-1	-2	4	0.0
Nc1cc(=O)[nH]c(SCc2nnnn2-c2ccc(Cl)cc2)n1	0.8	-13	1	-17	2	12	-2	0	-0.2
CC1CCN(C(c2nnnn2CCc2ccccc2)C(C)C)CC1 (stereo not drawn)	0.3	4	0	0	2	-5	-1	1	0.1
O=[N+]([O-])c1ccc(-c2nnc(CNC3CCCC3)o2)cc1	-3.0	5	-10	11	1	7	-1	-2	0.0
CCc1nnc(NS(=O)(=O)c2ccc(NS(=O)(=O)c3ccccc3[N+](=O)[O-])cc2)s1	-6.1	-12	-2	-6	-1	6	0	-13	0.5
COc1ccc(Cl)c(NC(=O)NCCN2CCN(c3ccccc3)CC2)c1	1.7	9	-4	-20	-4	0	0	-5	0.2
COc1cc(OC)cc(C(=O)Nc2cccc3cccnc23)c1	1.6	-17	0	7	0	6	2	2	0.1
CCS(=O)(=O)Nc1cc2c3c(c1)CCN3C(=O)CC2	3.0	-13	-7	2	-6	-4	0	-10	0.3
COc1cccc(OC)c1C(=O)Nc1cc(C)nn1-c1nc2ccccc2[nH]1	1.9	3	-1	-14	0	10	-3	-9	-0.1

# Compound activity from PubChem.

# Not all compounds are listed; count on the stated rates, not on these rows.
